Assay outcomes as filed in PubChem BioAssay.
DNA FID counter: compounds displacing fluorescent DNA intercalator, primary screen, artefact control for HCV NS3 helicase inhibitor project, biochemical, FID fluorescence | actives 0.17% (n = 290,000) | AID 1845, 2009 | DNA fluorescent intercalator displacement | inhibition, % at 7.9 µM; in the data active = inhibition above about 37%;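 note: 0% = vehicle and 100% = reference compound; higher means more ethidium bromide displaced from hairpin DNA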
p-CIP stab down: p/CIP-EGFP fusion destabilizers, primary screen, fluorescence, F442A cells. Q05BA5. 16 h. decrease of EGFP signal, % at 10 µM. actives 0.01% (n = 290,000);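 active = EGFP signal decrease of at least 30% at 10 µM or well 3 SD below plate mean, unless failing retest; inactive = the rest, including hits failing retest or dose response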; note: some compounds called inactive have numbers as strong as hits; many of its hits are not listed in these tables
IMP-1 inh: IMP-1 metallo-beta-lactamase inhibitors, primary screen, biochemical, epi-absorbance readout, Pseudomonas aeruginosa enzyme; actives 0.45% (n = 290,000); purified IMP-1, nitrocefin hydrolysis, epi-absorbance fluorescence; inhibition, % at 5.6 µM;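 active = inhibition above the mean plus 3 SD of all compounds in the same screening run, cut at about 4.5% in these data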;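 note: 0% = IMP-1 with DMSO and 100% = DMSO wells lacking enzyme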
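System: purified IMP-1; amount: IMP-1 0.2 nM before substrate addition; compound: single dose, 5.6 µM; times: 25 °C, 15 min preincubation, 25 min reaction; signal: Epi-absorbance via hydrolysed-nitrocefin quenching of white-plate fluorescence, 480/530 nm, EDTA stop; benchmarks: DMSO with and without IMP-1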
HCV NS3 hel inh: inhibitors of HCV NS3 helicase, primary screen, biochemical, Cy5 molecular beacon fluorescence. NS3 helicase DNA unwinding. inhibition, % at 10.9 µM. actives 0.56% (n = 290,000). AID 1800, 2009;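 active = inhibition above the mean of all tested compounds plus 3 SD, set per campaign, cut at about 35% in these data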;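 note: 0% = DMSO wells and 100% = thioflavine S control wells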
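Measured by: Cy5 fluorescence, 0 and 60 min reads / Assay system: NS3 helicase fragment of HCV / Control set: low DMSO, high thioflavine S at 110 µM / Times: 1 h reaction at 25 °C, ATP-initiated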
PfM18AAP inh: PfM18AAP inhibitors, malaria aminopeptidase, primary screen, biochemical, QFRET, recombinant enzyme; M18 aspartyl aminopeptidase (Plasmodium falciparum 3D7); H-Glu-NHMec fluorogenic cleavage; inhibition, % at 7.35 µM; actives 1.2% (n = 290,000);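 active = inhibition above the campaign mean inhibition over all tested compounds plus 3 SD, cut at about 28% in these data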;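 note: 0% = plate median of test compound wells and 100% = 2 mM ZnCl2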
IDE act: human IDE activators in live cells, primary screen, fluorescence polarization, HEK cells, FAbeta-B substrate; FAbeta-B cleavage; 0% vehicle, 100% cell-free pure enzyme wells; Insulin-degrading enzyme (Homo sapiens), P14735; actives 0.073% (n = 340,000); AID 493087, 2011; activation, % at 5.96 µM;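 active = activation above the mean of all tested compounds plus 3 SD, set per screening campaign, cut at about 17% in these data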
UBC9 SUMO inh: inhibitors of in vitro SUMOylation cascade, primary screen, biochemical, HTRF, uHTS | inhibition, % at 35 µM | SUMO-conjugating enzyme UBC9 (Homo sapiens), P63279 | HTRF SUMOylation assay, SAE1/SAE2 + UBC9 | actives 0.36% (n = 290,000); in the data active = inhibition above about 50%, passing the limit was not always enough; note: strong numbers were not always called active
Target sequence (P63279 whole entry, looked up): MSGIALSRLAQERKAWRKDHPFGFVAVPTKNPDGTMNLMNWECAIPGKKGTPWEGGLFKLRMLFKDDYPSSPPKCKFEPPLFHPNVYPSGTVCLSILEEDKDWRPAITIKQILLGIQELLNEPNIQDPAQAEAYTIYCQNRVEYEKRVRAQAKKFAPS
IDE inh: human IDE inhibitors in live cells, primary screen, fluorescence polarization, HEK cells, FAbetaB substrate | Insulin-degrading enzyme (Homo sapiens), P14735 | FAbetaB cleavage | inhibition, % at 5.59 µM | AID 434962, 2010 | actives 0.41% (n = 320,000);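 active = percent inhibition above the average of all tested compounds plus 3 SD, set per screening campaign, cut at about 16% in these data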;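 note: IDE supplied by intact live HEK cells; FP after avidin binding of uncleaved biotin substrate so inhibition keeps polarization high; 0% = DMSO wells and 100% = 60 µM reference IDE inhibitor Ii1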
VIM-2 inhibitor: VIM-2 metallo-beta-lactamase inhibitors, primary screen, biochemical, epi-absorbance readout, Pseudomonas aeruginosa enzyme. actives 0.89% (n = 290,000). AID 1527, 2009. inhibition, % at 5.6 µM. purified VIM-2, nitrocefin hydrolysis, epi-absorbance fluorescence;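 active = inhibition above the mean of all tested compounds plus 3 SD, cutoff set per screening run, cut at about 7.5% in these data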;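 note: red hydrolysis product quenches plate fluorescence so inhibitors raise well fluorescence; 0% = enzyme with DMSO and 100% = DMSO without enzyme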
* hit, by the source's call; . = not tested or not shown.

SMILES,DNA FID counter,p-CIP stab down,IMP-1 inh,HCV NS3 hel inh,PfM18AAP inh,IDE act,UBC9 SUMO inh,IDE inh,VIM-2 inhibitor
N#C/C(=C/c1ccc(-c2ccc(Br)cc2)o1)C(=O)NC1CCCCC1,-3,5,-1.3,-4,-5,-1,-10,0,-1.2
CCOc1cc2[nH]c(=S)n(CCCC(=O)NCc3ccccn3)c(=O)c2cc1OCC,-52,-5,-2.2,25,21,1,10,-3,-6.1
COc1cc(C(Nc2ccc(S(=O)(=O)N3CCC(C)CC3)cc2)C(=O)NCC2CCCO2)cc(OC)c1OC (stereo unspecified),-19,8,-3.2,-3,-11,1,-9,6,-0.4
Cc1ccn(C(=O)c2ccc(NC(=O)CC(C)C)cc2)n1,-4,7,-0.6,1,-4,3,2,-5,1.3
COC(=O)CSc1ccc2nnc(CCNS(=O)(=O)c3ccccc3)n2n1,-5,4,-0.4,2,0,5,0,3,-1.5
COn1c(-c2ccccc2)nc2ccc(Cl)cc21,-8,-10,-1.1,-5,11,2,-10,-2,-0.4
COc1ccc(OC)c(NC(=O)CSc2n[nH]c(-c3cccnc3)n2)c1,-11,-10,-0.8,-6,-1,5,6,-5,1.8
CNS(=O)(=O)c1cn(CC(=O)N(C)Cc2ccccc2)cc1S(=O)(=O)NC,-7,3,-2.8,0,-2,2,4,3,-3.5
CCNC(=S)NNC(=O)CSc1nc2ccccc2n1C,-12,-6,-3.3,1,32*,1,15,3,0.1
COC(=O)CC1(c2cccc3ccccc23)C(=O)c2ccccc2C1=O,-12,-2,-1.1,1,-5,6,3,6,-2.9
O=[N+]([O-])c1ccc(N2CCN(c3ccccc3Cl)CC2)cn1,-17,-12,-1.0,17,32*,1,0,7,-2.9
O=C(CSc1nc2ccccc2o1)Nc1ccc(N2CCOCC2)c(Cl)c1,-16,-15,-5.2,-2,2,-8,15,5,-2.9
CCOc1ccc(S(=O)(=O)N2CCN(Cc3ccc4c(c3)OCO4)CC2)cc1Cl,-10,-3,-0.5,-21,2,5,-12,6,-0.6
Cc1nc(NCCc2ccc(F)cc2)c2nnn(Cc3ccccc3)c2n1,-6,8,-2.2,-6,0,3,-2,-5,-1.3
COc1cc2c(cc1O)[C@H](Cc1ccc(Oc3cc(C[C@@H]4NCCc5cc(OC)c(O)cc54)ccc3O)cc1)NCC2,4,-6,-2.5,-82,9,.,16,4,-3.5
CCOc1ccc2oc(C(=O)OCC(=O)NC3CC3)c(C)c2c1,-4,-15,0.0,4,-2,6,24,-3,0.0
Cc1ccc(CCNC(=O)C2CCN(S(=O)(=O)c3ccc4nc5c(c(C(=O)O)c4c3)CCCC5)CC2)cc1,-38,-4,-1.4,7,3,6,-9,0,-1.2
O=C(CSc1nnc(Cc2cccs2)n1-c1ccccc1)NCc1ccc2c(c1)OCO2,-23,10,-1.3,-2,-2,0,5,0,-0.4
O=C(Nc1ccc(S(=O)(=O)NCc2ccco2)cc1)c1ccc2ccccc2n1,-18,-1,-1.2,-11,6,3,10,2,-2.8
O=C(O)CCC(=O)N1N=C(c2ccc(Br)cc2)CC1c1ccc(Br)cc1 (stereo unspecified),-38,-5,-3.3,28,-4,4,22,3,-2.5
N#Cc1ccc(OCc2nnc(SCC(=O)N3CCCc4ccccc43)n2-c2ccccc2)cc1,-44,-7,-2.2,-6,-7,3,7,-3,-0.3
CC(=O)c1c(C)n(C)c2ccc(OC(=O)c3ccc([N+](=O)[O-])cc3)cc12,4,2,-1.5,1,5,-2,22,-1,-3.6
COc1ccc(C2(C(=O)Nc3cc(C)on3)CCOCC2)cc1,-5,7,-1.9,-2,-7,-6,-1,5,-0.3
CCOC(=O)c1cc2c(=O)n3ccccc3nc2n(CCOC)c1=NC(=O)c1ccncc1,-16,-11,-2.8,24,4,1,24,8,13*
CC(C)(C)SC(=O)C[C@@H]1NS(=O)(=O)OC2CCCCC21 (stereo partly specified),-17,-10,-3.0,-1,6,2,2,1,-3.6
Cc1ccc(C(=O)NNC(=O)Cc2cccs2)cc1,2,-1,-3.2,1,-3,2,-4,5,-4.1
CCOC(=O)N1CCc2[nH]c3ccc(C)cc3c2C1,0,0,-2.7,7,0,4,-8,-2,8.8*
Cc1cc(NC(=O)CSc2nc3ccccc3n2CCC#N)no1,0,-8,-3.1,-2,-3,7,7,5,-1.1
O=C(CN(CCc1ccccc1)C(=O)CNS(=O)(=O)c1ccccc1)NCC1CCCO1 (stereo unspecified),-22,22,-2.2,9,4,6,-1,0,-2.0
Cc1cccc(OCC(=O)NNC(=O)c2ccc([N+](=O)[O-])cc2)c1,3,7,-3.5,-11,15,-3,-7,4,-3.2
O=C(Nc1nc2ccccc2[nH]1)C12CC3CC(CC(C3)C1)C2,-4,2,-3.6,-2,-9,3,9,3,-4.7
CCN1CCN(c2cc(C)c3cc(NC(=S)N4CCOCC4)ccc3n2)CC1,22,10,-2.2,4,-2,-4,-3,-4,2.0
Cc1ccc(S(=O)(=O)N2CCN(CC(=O)N/N=C/c3ccc(C)o3)CC2)cc1,-15,5,-3.7,0,0,-1,-6,8,-2.7
CCN(CC)Cc1c(-c2ccccc2)[nH]c2ccc(C)cc2c1=O,-4,8,-2.6,0,2,0,-6,1,-3.4
COC(=O)N1C(=O)[C@](c2ccc(Cl)cc2)(C(C)C)N1C(=O)OC,-22,-3,-3.0,-3,2,-8,0,3,-1.6
Cc1ccc(C(C)NC(=O)Cn2nc(C)c([N+](=O)[O-])c2C)cc1 (stereo unspecified),3,-1,-4.2,10,4,-4,19,3,-2.8
C/C(=N/NC(=O)CNC(=O)c1ccccc1F)c1ccc2c(c1)CCCC2,-11,5,-4.8,-5,-1,-2,5,0,-1.4
Cc1ccc(N2CC(C(=O)N/N=C/c3cccc([N+](=O)[O-])c3)CC2=O)cc1 (stereo unspecified),-5,-8,-1.0,-2,-7,-2,15,0,1.0
COc1ccc(Cl)cc1NC(=O)COC(=O)/C=C/c1c(C)nn(C2CCS(=O)(=O)C2)c1Cl (stereo unspecified),-1,-9,-3.1,-5,-5,-4,29,1,-1.6
CCOc1ccc(NC(=O)CNC(=O)c2nn(-c3ccc(OC)cc3)c(=O)c3ccccc23)cc1,-11,-26,-1.1,4,-2,1,18,4,0.5
O=C(CNC(=O)c1cccs1)NC1=NCCS1,3,-2,-4.1,-4,-9,3,-4,-4,-1.7
CCOC(=O)N1CCN(Cc2nc3c(c(=O)n(C)c(=O)n3C)n2Cc2ccccc2C)CC1,-37,0,-1.5,61*,-11,5,-10,3,-1.5
CN1C(=O)CC(N2CCN(C(c3ccccc3)c3ccccc3)CC2)C1=O (stereo unspecified),-16,-10,-3.1,-5,-18,3,18,6,-0.1
Nc1cc(=O)[nH]c(=O)n1Cc1ccco1,0,-8,-0.6,0,-2,5,-3,1,-4.0
CCS(=O)(=O)Nc1ccc(C2=NN(S(C)(=O)=O)C(c3cccs3)C2)cc1 (stereo unspecified),-17,-3,-2.4,0,5,0,10,-8,-1.3
N#Cc1c(C(F)(F)F)cc(-c2ccccc2)nc1SCC(=O)Nc1sc2c(c1C#N)CCC2,-2,-79,-1.5,9,3,3,21,4,-1.4
Cc1cc(C)nc(NC(=NCCc2c[nH]c3ccccc23)NC(=O)Nc2ccc(Cl)c(Cl)c2)n1,-5,-1,-0.9,-1,-12,2,-10,0,-0.4
CC1CN(C2CCCCC2)c2nc3c(c(=O)n(C)c(=O)n3C)n2C1 (stereo unspecified),-8,-7,-5.8,5,-1,-2,30,5,0.9
O=c1[nH]c(N2CCCCCC2)nc2ncn(Cc3ccccc3)c12,-14,-5,-1.9,-7,2,-1,19,0,-2.5
NS(=O)(=O)c1ccc(NCc2c(F)cccc2Cl)cc1,-5,-14,-3.0,4,4,-3,9,.,-3.0
COCCNc1nc2nonc2nc1N1CCCC1c1nccs1 (stereo unspecified),3,-2,-2.9,4,2,3,6,-1,-3.2
Cc1cc(N2C(=O)C3C4C=CC(C4)C3C2=O)ccc1Br (stereo unspecified),-1,8,-0.7,-11,-2,-8,-2,0,0.5
CCCc1cc(=O)oc2c(C)c(OC(C)C(=O)NCc3ccccn3)ccc12 (stereo unspecified),-39,-1,0.0,-8,-3,4,9,1,-0.4
O=C(Cn1nnc(-c2ccccc2-n2cnnn2)n1)NCc1ccccc1,-6,-22,-5.7,-1,-7,0,20,-2,-4.2
Cc1ccc2nc(SCC(=O)Nc3cc(C(F)(F)F)ccc3N3CCOCC3)[nH]c2c1,-20,-20,-4.6,-13,0,2,-8,-6,-6.1
Cc1cc(Cl)ccc1OCCCC(=O)N1CCN(C(=O)c2ccco2)CC1,-41,-13,-1.9,3,-7,-6,12,8,-3.1

(next part)
SMILES,DNA FID counter,p-CIP stab down,IMP-1 inh,HCV NS3 hel inh,PfM18AAP inh,IDE act,UBC9 SUMO inh,IDE inh,VIM-2 inhibitor
Cc1cc2oc(=O)cc(CN3CCC(C)CC3)c2cc1Cl,-2,1,-1.6,-2,-3,1,24,2,-1.6
COCCNC(=O)c1snc2ccc(Cl)cc12,0,-2,-2.9,7,5,-4,-3,3,-1.2
CCOC(=O)c1c(S(=O)(=O)NCC(=O)Nc2ccc(F)cc2F)c(C)n(C)c1C,-21,1,-0.1,4,0,3,-16,1,-1.1
COc1ccc(S(=O)(=O)N(C(C)=O)c2ccc(OC(C)=O)c3ccccc23)cc1[N+](=O)[O-],0,1,-4.0,-6,3,3,-8,2,-2.4
O=C1Nc2ccccc2C1c1ncc(C(F)(F)F)cc1Cl (stereo unspecified),-16,-8,0.6,12,0,5,-28,1,-0.5
O=C(COc1ccc(S(=O)(=O)N2CCCCC2)cc1Cl)N1CCCC1,-25,3,-3.1,-1,-3,-1,-7,-4,-1.9
Cc1ccc(NC(=O)Cn2cccc2C2=NC(c3ccccc3)CO2)cc1C (stereo unspecified),-14,-9,-5.1,-4,-11,1,-3,1,-2.0
Cc1ccc(CCNC(=O)C2CCN(S(=O)(=O)N3CCC4(CC3)OCCO4)CC2)cc1,-5,-6,0.8,0,-8,1,-5,1,-0.6
CCCc1cc(=O)oc2c(C)c(OS(C)(=O)=O)ccc12,-5,.,-0.6,-4,3,1,.,1,0.4
